RGS4-Gao reg: modulates binding of RGS4 to human Galphao; P09471; Multiplexed bead flow cytometry; actives lie on both sides; binding response (% of control), % at 10 µM; hit rate 0.33% among 220,000; in the data active means binding response below about 49% or above about 150%; inactive means in between;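 further: fluorescent Galphao activated with aluminum fluoride binding bead-coupled RGS4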
Target sequence (P09471 whole entry, looked up): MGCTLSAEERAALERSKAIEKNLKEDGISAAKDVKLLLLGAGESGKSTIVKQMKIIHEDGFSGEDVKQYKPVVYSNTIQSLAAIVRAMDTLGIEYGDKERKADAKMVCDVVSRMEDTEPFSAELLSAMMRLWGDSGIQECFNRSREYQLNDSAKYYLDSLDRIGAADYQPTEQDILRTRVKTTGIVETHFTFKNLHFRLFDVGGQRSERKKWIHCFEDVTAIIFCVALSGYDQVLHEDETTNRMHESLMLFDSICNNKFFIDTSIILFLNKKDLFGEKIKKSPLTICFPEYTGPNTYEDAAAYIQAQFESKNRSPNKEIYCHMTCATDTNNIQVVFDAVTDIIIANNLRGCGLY
Bim-Bcl-XL: inhibitors of Bim-Bcl-XL interaction, human; inhibition, % at 10 µM; AID 1007; hit rate 0.04% among 190,000; Bim peptide-Bcl-XL binding, bead flow cytometry, fluorescence; Q07817
Bfl-1 Bim block: human Bim-Bfl-1 interaction inhibition; inhibition, % at 10 µM; Bead-based flow cytometry, Bim-Bfl-1 binding inhibition; hit rate 0.12% among 190,000;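 further: 0% = wells without compound plus tracer and 100% = blocker peptide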
Mcl1-Bid inh: disrupts binding of human Mcl-1 to Bid peptide | hit rate 0.97% among 220,000 | TR-FRET Mcl-1/Bid-Dy647 peptide binding, 1536-well | AID 1021 | inhibition, % at 21.7 µM;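 active means compounds that cut the binding signal by more than half at the single screening dose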;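 further: His-tagged Mcl-1 with europium anti-His antibody binding Bid BH3 peptide; 0% = Mcl-1 plus peptide wells and 100% = peptide-only wells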
Target sequence (Q07820 whole entry, looked up): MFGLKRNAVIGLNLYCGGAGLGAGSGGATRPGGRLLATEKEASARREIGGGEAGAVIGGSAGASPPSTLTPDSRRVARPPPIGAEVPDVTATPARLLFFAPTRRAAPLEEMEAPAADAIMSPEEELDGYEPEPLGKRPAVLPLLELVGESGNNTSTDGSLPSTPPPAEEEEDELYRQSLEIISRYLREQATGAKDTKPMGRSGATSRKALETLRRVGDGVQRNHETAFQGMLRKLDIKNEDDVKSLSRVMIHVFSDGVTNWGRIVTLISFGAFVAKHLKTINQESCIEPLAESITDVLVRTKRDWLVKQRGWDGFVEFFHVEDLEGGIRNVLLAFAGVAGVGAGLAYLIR
Bim-Bcl-2: disrupts Bim peptide binding to human Bcl-2; inhibition, % at 10 µM; P10415; Bead-based flow cytometry, Bim peptide-Bcl-2 binding; hit rate 0.06% among 190,000; in the data active means inhibition above about 40%; inconclusive means no clear call, values can overlap the other calls;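 further: 0% = no compound wells with probe peptide and 100% = reference peptide inhibitor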
Bcl-W Bim block: disrupts Bim peptide binding to human Bcl-W; hit rate 0.02% among 190,000; inhibition, % at 10 µM; AID 952; bead-based flow cytometry;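 further: 0% = bound tracer without compound and 100% = peptide blocker; higher means less fluorescent Bim peptide bound to Bcl-W beads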
GSH bead fluor: GSH bead compound fluorescence profile. GSH beads flow cytometry, compound fluorescence 488/530 nm; stronger effect = higher value. fluorescence (KMESF) at 10 µM. hit rate 0.25% among 190,000. AID 1776; in the data active means fluorescence above about 89;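 further: glutathione beads carrying GST-tagged Bcl family fusion proteins plus one bare bead set; values are compound well signal with DMSO vehicle wells as background; inactives centre near 16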
RGS7-Gao reg: modulates binding of RGS7 to human Galphao. P09471. Multiplexed bead flow cytometry; actives lie on both sides. hit rate 0.35% among 220,000. binding response (% of control), % at 10 µM; in the data active means binding response below about 49% or above about 150%; inconclusive means no clear call, values can overlap the other calls; inactive means in between;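 further: fluorescent Galphao held in activated GDP-AlF4 state binding bead-coupled RGS7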
RGS8-Gao reg: regulators of human RGS8-Galphao interaction; response (percent of control binding), % at 10 µM; hit rate 0.34% among 220,000; multiplexed bead flow cytometry, RGS8-Galphao binding; actives lie on both sides; P09471; in the data active means response below about 60% or above about 140%; inactive means in between;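 further: Galphao activated as the GDP aluminium fluoride complex binding bead-coupled RGS8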
Bcl-B Bim block: human Bim-Bcl-B interaction inhibition | Q9HD36 | hit rate 0.073% among 190,000 | AID 951 | inhibition, % at 10 µM | bead-based flow cytometry, Bim peptide-Bcl-B binding;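 further: 0% = tracer peptide without compound and 100% = reference inhibitor peptide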
Target sequence (Q9HD36 whole entry, looked up): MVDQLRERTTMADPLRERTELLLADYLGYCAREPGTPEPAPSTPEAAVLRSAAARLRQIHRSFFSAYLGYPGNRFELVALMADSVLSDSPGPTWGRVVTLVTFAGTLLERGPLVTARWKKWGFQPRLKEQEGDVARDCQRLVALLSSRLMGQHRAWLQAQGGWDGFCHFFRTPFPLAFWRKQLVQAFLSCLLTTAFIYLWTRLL
Bim-Mcl-1: inhibitors of Bim-Mcl-1 interaction, human | hit rate 0.1% among 190,000 | Bead-based flow cytometry, Bim peptide-Mcl-1 binding | Q07820 | inhibition, % at 10 µM;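 further: 0% = no compound tracer wells and 100% = peptide blocker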
Numbers without * were called inactive; ? = inconclusive. Unless noted, no stated cut-off is given here; in the data, active means inhibition above about 40%.

RGS4-Gao reg	Bim-Bcl-XL	Bfl-1 Bim block	Mcl1-Bid inh	Bim-Bcl-2	Bcl-W Bim block	GSH bead fluor	RGS7-Gao reg	RGS8-Gao reg	Bcl-B Bim block	Bim-Mcl-1	Compound
102	-1	-8	-25	-2	-5	26	94	100	-1	0	Cc1oc(-c2cc(F)ccc2F)nc1CN1CCN(c2cnccn2)CC1
100	-4	-10	30	-9	-2	12	100	103	-7	-3	CCc1ccc(NC(=O)CSc2nnc(SCC(=O)Nc3ccc(CC)cc3)n2N)cc1
96	0	-8	-30	-3	0	10	97	96	-1	2	O=C(NCCCN1CCOCC1)C(=O)N/N=C/c1ccc2c(c1)OCO2
98	-6	-6	-12	-9	-5	5	98	98	-5	3	Cc1cccc(NC(=O)CN2CCN(CC(=O)Nc3cccc(C)c3)CC2)c1
106	-7	-12	23	-3	-5	15	107	101	-6	-2	CC1CCN(CCOc2ccc(OCc3ccccc3)cc2)CC1
105	0	-4	-1	-2	1	17	103	102	0	-1	CCOC(=O)c1sc(Nc2nc(OC)cc(OC)n2)nc1C
95	0	-12	-28	-5	6	53	92	92	-7	1	CCOc1ccc(S(=O)(=O)Nc2ccccc2C(=O)Nc2ccccc2N2CCOCC2)cc1
97	-9	-16	5	-8	-1	30	97	99	-8	-2	CCc1nnc(NC(=O)CSc2nnnn2-c2cccc(C(=O)OC)c2)s1
101	-2	-3	-10	0	-1	7	99	100	-2	-3	CCOc1ccc(NC(=O)c2ccccc2NS(=O)(=O)c2ccc(F)cc2)c([N+](=O)[O-])c1
110	-1	-1	-36	-3	1	14	118	101	-2	0	CCS(=O)(=O)N1N=C(c2cccc(NS(C)(=O)=O)c2)CC1c1ccccc1 (stereo not drawn)
98	-6	-7	-5	-3	-7	14	101	99	-8	-6	O=C(CSc1ccc(-c2ccccc2)nn1)Nc1ccc2c(c1)OCCO2
98	-9	-18	-8	-13	-2	28	97	100	-10	-6	COc1ccc(-c2nnc(SCC(=O)Nc3ccc(Cl)cc3)n2C)cc1
97	0	-9	-18	-2	0	21	100	97	-3	1	Cc1ccc(NC(=O)N(CCCN2CCOCC2)Cc2cccs2)cc1C
112	-3	-1	-105	-2	-3	10	107	103	-3	-1	Cc1ccc(/C=C2/C(=O)N=C(N)N2C)s1
102	-3	-14	-17	-2	0	5	101	103	-4	0	Cc1oc(-c2ccc(Cl)cc2)[n+]([O-])c1C
99	0	0	-11	-3	0	15	96	101	-5	-4	Cc1cccc(C)c1NC(=O)C1(N(C(=O)c2ccccn2)c2ccc(O)cc2)CCCCC1
101	3	-12	-37	0	2	16	101	100	-11	1	Nn1c(SCC(=O)NCCC2=CCCCC2)nnc1C(F)(F)F
98	-11	-4	-65	-3	-8	17	98	103	-8	-6	CCc1ccc(NC(=O)CSCCN2C(=O)c3ccccc3C2=O)cc1
99	-2	4	-13	0	-1	25	99	101	6	-10	FC(F)(F)COc1ccc(-n2ccnc2)nn1
107	2	0	-21	-1	-1	35	107	117	-3	6	Cc1ccc(N2CC(C(=O)N3CCCc4ccccc43)CC2=O)cc1 (stereo not drawn)
102	-4	-4	-41	-6	1	6	110	98	-9	-2	Nc1c(C(=O)NCC2CCCO2)sc(=S)n1-c1ccccc1 (stereo not drawn)
104	-2	-7	-5	-6	4	26	101	104	-5	1	CC1CCN(S(=O)(=O)N2CCC(C(=O)N3CCC(N(C)CC4CCCO4)CC3)CC2)CC1 (stereo not drawn)
99	-2	-5	-24	-4	-2	13	102	99	-5	-3	CCn1ncc([N+](=O)[O-])c1C(=O)NC1CCCCC1
105	1	-6	-7	-3	1	19	100	102	-2	1	Cc1cc(C(=O)Nc2c(C)n(C)n(-c3ccccc3)c2=O)on1
98	-3	-1	3	0	0	18	95	99	-6	0	Cc1cc(N2CCOCC2)ccc1/C=C1\NC(=O)N(CC(=O)Nc2ccc(F)cc2)C1=O
100	-2	0	-27	-4	-1	13	99	98	-4	-3	CCCc1cc(C(N)=O)c(NC(C)=O)s1
97	0	-2	-10	0	2	24	96	103	-1	4	Cc1nc(NCC2CC2)c2nnn(Cc3ccccc3)c2n1
101	-1	2	-5	-1	-5	10	99	103	3	-2	COc1ccc(/C=N/NC(=O)c2cccc(NC(=O)c3ccc(F)cc3)c2)c(C(=O)O)c1OC
107	-5	-3	-50	-3	7	34	109	104	-3	0	CCn1c(CNc2ccc(C(=O)O)cc2)nc2ccccc21
109	-9	-12	-18	-22	-6	35	127	101	-21	-10	C=CCN1C(=O)/C(=C/c2ccc(N(C)C)cc2)S/C1=N\c1nnc(CC)s1

A second format for six compounds above.
structure | RGS4-Gao reg | Bim-Bcl-XL | Bfl-1 Bim block | Mcl1-Bid inh | Bim-Bcl-2 | Bcl-W Bim block | GSH bead fluor | RGS7-Gao reg | RGS8-Gao reg | Bcl-B Bim block | Bim-Mcl-1
Cc1cccc(C)c1NC(=O)C1(N(C(=O)c2ccccn2)c2ccc(O)cc2)CCCCC1 | 99 | 0 | 0 | -11 | -3 | 0 | 15 | 96 | 101 | -5 | -4
Nn1c(SCC(=O)NCCC2=CCCCC2)nnc1C(F)(F)F | 101 | 3 | -12 | -37 | 0 | 2 | 16 | 101 | 100 | -11 | 1
CCc1ccc(NC(=O)CSCCN2C(=O)c3ccccc3C2=O)cc1 | 98 | -11 | -4 | -65 | -3 | -8 | 17 | 98 | 103 | -8 | -6
FC(F)(F)COc1ccc(-n2ccnc2)nn1 | 99 | -2 | 4 | -13 | 0 | -1 | 25 | 99 | 101 | 6 | -10
Cc1ccc(N2CC(C(=O)N3CCCc4ccccc43)CC2=O)cc1 (stereo not drawn) | 107 | 2 | 0 | -21 | -1 | -1 | 35 | 107 | 117 | -3 | 6
Nc1c(C(=O)NCC2CCCO2)sc(=S)n1-c1ccccc1 (stereo not drawn) | 102 | -4 | -4 | -41 | -6 | 1 | 6 | 110 | 98 | -9 | -2

6 compounds from above, sorted by SMILES length, lowest first:
RGS4-Gao reg	Bim-Bcl-XL	Bfl-1 Bim block	Mcl1-Bid inh	Bim-Bcl-2	Bcl-W Bim block	GSH bead fluor	RGS7-Gao reg	RGS8-Gao reg	Bcl-B Bim block	Bim-Mcl-1	Compound
99	-2	4	-13	0	-1	25	99	101	6	-10	FC(F)(F)COc1ccc(-n2ccnc2)nn1
107	-5	-3	-50	-3	7	34	109	104	-3	0	CCn1c(CNc2ccc(C(=O)O)cc2)nc2ccccc21
99	-2	-5	-24	-4	-2	13	102	99	-5	-3	CCn1ncc([N+](=O)[O-])c1C(=O)NC1CCCCC1
107	2	0	-21	-1	-1	35	107	117	-3	6	Cc1ccc(N2CC(C(=O)N3CCCc4ccccc43)CC2=O)cc1 (stereo not drawn)
98	-6	-6	-12	-9	-5	5	98	98	-5	3	Cc1cccc(NC(=O)CN2CCN(CC(=O)Nc3cccc(C)c3)CC2)c1
95	0	-12	-28	-5	6	53	92	92	-7	1	CCOc1ccc(S(=O)(=O)Nc2ccccc2C(=O)Nc2ccccc2N2CCOCC2)cc1

The listing continues:
RGS4-Gao reg	Bim-Bcl-XL	Bfl-1 Bim block	Mcl1-Bid inh	Bim-Bcl-2	Bcl-W Bim block	GSH bead fluor	RGS7-Gao reg	RGS8-Gao reg	Bcl-B Bim block	Bim-Mcl-1	Compound
102	-3	-5	-29	-6	-4	13	101	102	-4	-2	CCN(CC)S(=O)(=O)c1cccc(C(=O)NC(Cc2c[nH]c3ccccc23)c2nnc3n2CCCCC3)c1 (stereo not drawn)
97	3	0	-11	5	1	17	100	98	0	2	CCCc1cc(=O)n2[nH]c(NCc3ccccc3Cl)nc2n1
99	-2	1	-11	3	-1	22	101	112	0	3	O=C(CSc1ncn[nH]1)NCCc1ccccc1
104	-6	-7	-22	-9	1	42	100	103	-9	-4	O=C(Nc1ccc(-c2nc3ccccc3o2)cc1)c1ccc2c(c1)OCO2
103	0	-3	-31	0	-1	8	104	100	-4	-2	COCc1cc(C)nc(N/N=C/c2ccc(-c3cc(C(=O)O)ccc3Cl)o2)c1C#N
105	-1	-2	-37	-7	-1	19	106	103	-3	1	CC(=O)N1c2ccccc2NC2=C(C(=O)CC(C)(C)C2)C1c1cccn1C (stereo not drawn)
101	-1	-5	-18	-7	-1	10	95	102	-3	-2	Cc1ccc(N2C(=O)CC(Cc3cccc(C)c3)C2=O)cc1 (stereo not drawn)
99	1	0	-16	1	0	25	99	103	0	0	O=C(COC(=O)c1ccc(=O)n(Cc2ccccc2)n1)Nc1ccc2c(c1)OCCO2
100	1	-6	-17	-3	3	5	97	99	-3	1	CCc1[nH]nc2c1C(c1ccc(Br)s1)C(C#N)=C(N)O2 (stereo not drawn)
92	-3	-4	-14	-3	0	20	?	94	-1	1	COc1cc(NC(=O)COC(=O)C=C(C)C)c(C)cc1[N+](=O)[O-]
102	-1	-7	-13	2	-2	10	102	107	-9	0	Cc1cccc2cc(C#N)c(NCc3ccccc3)nc12
104	0	-3	-32	-1	0	12	104	100	-3	-1	COc1ccc(N2CCN(C3=CC(=O)N(c4cccc(Cl)c4)C3=O)CC2)cc1
98	-2	-5	-24	-3	1	12	98	99	0	0	Cc1ccc(C(=O)CC2(O)C(=O)N(C)c3ccccc32)s1 (stereo not drawn)
95	-1	-2	-30	-2	-3	27	97	97	-1	-2	Cc1cc(CNC(=O)Nc2ccc3c(c2)OCO3)nn1C
99	-1	-3	-1	-4	-1	28	94	100	-5	0	Cc1ccsc1C1NC(=O)c2ccccc2N1 (stereo not drawn)
104	-2	-5	-63	-1	-5	13	106	104	-3	1	Oc1ccccc1C1=NCCNC(C(F)(F)F)=C1
100	-2	-17	2	-13	0	23	102	101	-6	-5	Cc1ccc2cc(C)c3nnc(SCC(=O)Nc4nc5c(s4)CCCC5)n3c2c1
101	-4	-3	-61	-4	-2	48	104	101	-13	-20	O=C(Nc1ccc(N2CCN(C(=O)c3ccc(Cl)cc3)CC2)cc1)c1ccc2c(c1)OCCO2
101	-14	-7	-10	-4	-11	9	99	103	-3	-28	COC(=O)C1CCN(CC(=O)Nc2ccc(OC)c(Cl)c2)CC1
106	-3	-10	23	-2	1	24	102	101	-4	0	N#Cc1c(N)oc(-c2ccc3c(c2)OCO3)c1-c1ccc2c(c1)OCO2
98	-1	-7	-11	-8	3	16	98	102	-10	0	O=C(CN(c1ccc(Cl)c(Cl)c1)S(=O)(=O)c1ccccc1)N1CCc2ccccc2C1
97	-9	-13	-4	-14	-3	9	94	100	-20	-7	COc1cccc(C(=O)CN(C(=O)c2ccc(Cl)cc2Cl)N2C(=O)c3ccccc3C2=O)c1
99	-6	-12	-1	-8	-5	22	100	97	-7	-3	CCOC(=O)c1ccccc1NC(=O)CSc1nccn1C
96	-2	-4	9	-2	0	13	98	103	-3	0	CCOc1ccc(NC(=O)c2cc3cc4ccc(C)cc4nc3o2)cc1
93	-1	-3	-3	-2	-1	24	92	100	0	-1	CC1(C)CC(=O)c2cnc(NC(=O)C3CCCC3)nc2C1
106	-4	0	-21	-6	-3	17	102	103	-2	-2	O=C(NCC1CCCO1)/C(=C\c1ccco1)NC(=O)c1ccccc1 (stereo not drawn)
